# CXCR6 block: CXCR6 receptor inhibitors, primary screen, cell-based, beta-arrestin, luminescence, CHO-K1 PathHunter, 1536-well; C-X-C chemokine receptor type 6 (Homo sapiens), O00574; inhibition, % at 20 µM; hit rate 0.36% among 360,000; AID 602244, 2012; in the data active means inhibition above about 34%, passing the limit was not always enough;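 further: antagonist mode with CXCL16 agonist at 10 nM final; 0% = 10 nM CXCL16 with DMSO and 100% = unstimulated wells without agonist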
# tim10-1 inh: growth inhibitors of tim10-1 mutant yeast, primary screen, luminescence, uHTS; S. cerevisiae tim10-1 ts strain growth, BacTiter-Glo, 24 h; inhibition, % at 20 µM; hit rate 2.2% among 330,000; AID 463190, 2010;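 active means inhibition of at least 40%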;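 further: mutant grown at 25 °C; 0% = DMSO wells with yeast and 100% = wells holding no yeast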
# APJ agonist: agonists of human apelin receptor APJ, primary screen, CHO-K1 cells, PathHunter beta-arrestin, luminescence; P35414; 0% DMSO wells, 100% apelin; activation, % at 20 µM; hit rate 0.11% among 330,000;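 active means activation more than six SD over the plate average, tested at 20 µM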;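 further: 0% = DMSO alone and 100% = apelin-13 at 10 nM; some results filed as inactive read as strong as hits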
#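 Assay system: CHO-K1 APJ beta-arrestin complementation cell line / Compound: single test compound dose, 20 µM final, 1% DMSO / Times: overnight seeding, 90 min compound at 25 °C, 1 h detection / Technique: beta-gal luminescence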
# UPR XBP1 act: activators of adaptive XBP1 UPR arm, primary screen, cell-based, CHO-XBP1 luciferase reporter, luminescence, uHTS; IRE1-XBP1 UPR activation; percent of tunicamycin response, DMSO as zero; activation, % at 20 µM; hit rate 0.33% among 330,000;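 active means versus positive control, 20 µM dose yields 30% or more activation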;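 further: 100% = tunicamycin at 10 µg/mL and 0% = DMSO only wells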
#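 Material: IRE1-XBP1 luciferase reporter CHO line / Quantity: one thousand reporter cells per well / Buffer or medium: F12 with 10% serum / Compound: 20 µM single concentration, DMSO 1% / Times: 6 h treatment, 37 °C / Detection: Steady-Glo luciferase glow luminescence, 10 min after reagent addition / Benchmarks: tunicamycin high, DMSO low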
# TIM10 inh: growth inhibitors of isogenic TIM10 control yeast, primary screen, counter-screen for tim10-1 yeast inhibitor project, luminescence, uHTS. S. cerevisiae TIM10 strain growth, BacTiter-Glo luminescence, 24 h. inhibition, % at 10 µM. hit rate 1.4% among 330,000;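 active means inhibition of 40% or more at the single tested concentration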;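 further: wild-type TIM10 isogenic control strain grown at permissive 25 °C; 0% = DMSO yeast wells and 100% = minimal medium wells without yeast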
# Mdm2-MdmX inh: inhibitors of human Mdm2-MdmX association, primary screen, cell-based, luminescence, split luciferase, SaOS-2, uHTS. hit rate 3% among 330,000. SaOS-2 split-luciferase Mdm2/MdmX complementation. inhibition, % at 8 µM. AID 485346, 2010. Protein Mdm4 (Homo sapiens) + E3 ubiquitin-protein ligase Mdm2 (Homo sapiens), …;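 active means inhibition of at least 50% at 8 µM in the primary screen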
# tim23-1 inh: growth inhibitors of tim23-1 mutant yeast, primary screen, luminescence, uHTS; S. cerevisiae tim23-1 growth, BacTiter-Glo luminescence, 24 h; hit rate 1.3% among 330,000; inhibition, % at 20 µM;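 active means growth inhibition of the mutant yeast at or above 50%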;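 further: temperature-sensitive mutant grown at 25 °C; plate controls were DMSO-treated mutant yeast for no effect and medium wells lacking yeast for full effect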
# UPR CHOP act: activators of apoptotic CHOP UPR arm, primary screen, cell-based, CHO-CHOP luciferase reporter, luminescence, uHTS; hit rate 0.34% among 330,000; UPR activation; percent of tunicamycin response over DMSO baseline; activation, % at 10 µM; AID 449763, 2010;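 active means at 10 µM dose, activation of 40% or more, normalized to positive control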;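 further: 100% = tunicamycin at 10 µg/mL and 0% = DMSO alone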
#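 Assay system: CHO-CHOP cells, stable luciferase reporter of PERK-eIF2a-CHOP signalling / Buffer or medium: F12 plus 10% serum / Compound dosing: one dose, 10 µM in 0.5% DMSO / Times: 6 h compound treatment, 37 °C / Technique: luciferase luminescence / Read-out: % reporter activation, DMSO baseline versus tunicamycin full activation / Benchmarks: tunicamycin and DMSO controls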
# APJ antagonist: antagonists of human apelin receptor APJ, primary screen, CHO-K1 cells, beta-arrestin complementation, luminescence. P35414. inhibition, % at 20 µM. hit rate 0.32% among 330,000;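 active means inhibition above about 40% at 20 µM, limit read from the data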;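 further: cells challenged with 10 nM apelin-13 agonist together with compound; plate controls were apelin-13 plus DMSO wells for no effect and DMSO wells lacking apelin-13 for full effect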
# Starred values were filed as active, the others as inactive; x = no result given. These rows are one share of the data; count on the stated rates, not on these rows.
SMILES,CXCR6 block,tim10-1 inh,APJ agonist,UPR XBP1 act,TIM10 inh,Mdm2-MdmX inh,tim23-1 inh,UPR CHOP act,APJ antagonist
O=C(COC(=O)COc1ccccc1F)Nc1ccc(Cl)cn1,3,3,-1,0,-9,-6,17,1.4,-6
CC(SCc1ccccc1)C(=O)N/N=C/c1ccc(OCC(=O)NCc2ccco2)cc1 (stereo not drawn),-8,11,8,1,8,6,11,0.6,5
CCCS(=O)(=O)N1CCC(C(=O)NCC2CCCO2)CC1 (stereo not drawn),0,7,-1,2,3,2,7,-0.4,3
Cc1nn(C)c(C)c1NC(=O)c1ccc(Br)o1,-14,-17,-2,-1,13,16,5,2.0,11
CC[C@]12c3[nH]c4cc(-c5ccco5)ccc4c3CCN1C(=O)[C@@H](CC(=O)NCCC1=CCCCC1)C[C@@H]2C(=O)N1CCN(C(=O)C2CC2)CC1,10,10,x,1,-7,36,24,6.5,x
CC(=O)N1c2ccc(S(=O)(=O)N(C)CC(=O)Nc3cccc(C)c3)cc2CC1C (stereo not drawn),-25,21,-2,-4,9,35,24,0.3,15
O=C(COC(=O)c1ccc(S(=O)(=O)C(F)F)cc1)NC(=O)NC1CCCCC1,-16,5,-4,1,9,-6,23,0.9,12
COC(=O)c1ccc(C(=O)N2CCCC(Nc3ccc(C(C)C)cc3)C2)nc1 (stereo not drawn),6,18,-2,0,5,15,17,-1.6,7
CC(C)CNC(=O)CN(C)S(=O)(=O)c1ccc(F)cc1,2,-9,1,-3,-10,-4,10,4.3,-3
C=C(C)C(=O)OC1(C(F)(F)F)Oc2cc(C)ccc2NC1=O (stereo not drawn),8,56*,10,-5,48*,100*,66*,45*,7
Oc1c(Cl)cc(Cl)cc1C1Nc2ccccc2-n2cccc21 (stereo not drawn),-7,4,-2,-3,21,-13,15,1.9,-2
Cn1c(=O)c2c(nc(N3CCCCCC3)n2Cc2cccc3ccccc23)n(C)c1=O,12,28,-3,3,26,41,15,0.7,8
Cc1cc(NC(=S)N(CCN2CCCCC2)Cc2ccco2)ccc1Cl,3,31,-1,2,22,35,4,0.3,15
Cc1nnc(N(C)C(=O)c2ccccn2)s1,-3,0,0,-3,5,18,0,0.4,16
CCOC(=O)c1c(C)noc1CP(=O)(c1ccccc1)c1ccccc1,-6,25,-3,-1,12,-24,14,-4.3,7
CCOC(=O)C(=O)CC(=O)c1ccc2c(c1)OCCO2,-3,7,0,6,3,-11,0,2.6,12
COc1cc(OC)nc(Oc2ccccc2C(=O)Oc2ccc(C)cc2)n1,3,30,-2,-4,28,6,35,3.8,9
Cc1ccc2cc(CCNC(=O)c3ccc4c(c3)OCO4)c(=O)[nH]c2c1,-6,-6,-3,-4,5,9,-7,0.2,-71
Cc1nn(-c2ccccc2)c2sc(C(=O)OCn3nnc4ccccc4c3=O)cc12,7,-10,-1,-1,0,15,-4,0.8,-9
COc1cc2sc(C)nc2c2sccc12,-15,24,5,3,1,9,16,1.2,-6
COC(=O)c1ccc(COC(=O)CNC(=O)c2ccc(OC)cc2)cc1,-10,-21,-2,3,-5,-32,14,4.9,-5
COc1cccc(C(=O)N2CCN(Cc3ccccc3C(F)(F)F)CC2)c1,5,9,-1,-1,-3,4,23,0.3,12
O=S(=O)(c1ccc(F)cc1)n1cnc2ccccc21,6,-9,1,-6,3,20,10,-1.2,4
COc1ccc(N(C)C(=O)CN(C)S(=O)(=O)c2ccc3c(c2)c(=O)n(C)c(=O)n3C)c(OC)c1,-3,18,1,-3,2,10,10,1.4,24
CC(C(Sc1ccccc1N)c1ccccc1)[N+](=O)[O-] (stereo not drawn),30*,29,0,-3,27,36,58*,29,16

# Looked up by compound from above:
SMILES,CXCR6 block,tim10-1 inh,APJ agonist,UPR XBP1 act,TIM10 inh,Mdm2-MdmX inh,tim23-1 inh,UPR CHOP act,APJ antagonist
C=C(C)C(=O)OC1(C(F)(F)F)Oc2cc(C)ccc2NC1=O (stereo not drawn),8,56*,10,-5,48*,100*,66*,45*,7
Cc1cc(NC(=S)N(CCN2CCCCC2)Cc2ccco2)ccc1Cl,3,31,-1,2,22,35,4,0.3,15
CC(C)CNC(=O)CN(C)S(=O)(=O)c1ccc(F)cc1,2,-9,1,-3,-10,-4,10,4.3,-3
CCCS(=O)(=O)N1CCC(C(=O)NCC2CCCO2)CC1 (stereo not drawn),0,7,-1,2,3,2,7,-0.4,3

# Further entries follow.
SMILES,CXCR6 block,tim10-1 inh,APJ agonist,UPR XBP1 act,TIM10 inh,Mdm2-MdmX inh,tim23-1 inh,UPR CHOP act,APJ antagonist
Cc1ccc([N+](=O)[O-])c(OCC(=O)OCC(=O)c2ccccc2)c1,5,13,0,-2,8,19,7,-1.8,9
COC(=O)[C@]1(C)N[C@H](CN(C)S(=O)(=O)c2ccc(C)cc2)[C@@H]2C(=O)N(Cc3ccccc3)C(=O)[C@@H]21,3,9,-1,-1,15,21,-1,-1.2,2
CC(=O)OCCNc1cc(SC(C)C)c2nonc2c1[N+](=O)[O-],10,-5,-3,-1,-46,7,-14,-1.7,5
COc1cc(Cl)ccc1OCc1cc(C(=O)N2CCC(N(C)C)C2)no1 (stereo not drawn),-6,1,-1,0,0,-21,-2,0.3,-49
Cc1cccc(Nc2ccc3nonc3c2[N+](=O)[O-])c1C,1,0,-1,-5,6,-11,7,3.5,-1
CCN(CC)CCNC(=O)c1ccc(NC(=O)c2cc(-c3ccncc3)nc3ccccc23)cc1,6,10,-1,-1,-5,35,9,2.6,7
S=c1[nH]nc(-c2ccccc2Br)n1Cc1ccccc1,3,41*,0,-1,21,27,29,2.4,7
COc1cc(OC)c(NC(=O)c2c(-c3ccccc3)noc2C)cc1Cl,-4,8,0,3,-12,13,-15,1.1,6
CCN1CCN(C(=S)c2ccc(Br)cc2)CC1,9,15,-6,-2,5,21,9,0.3,10
CCOC(=O)C(Sc1cc(-c2ccccc2)nc2ncnn12)C(C)=O (stereo not drawn),-4,41*,-6,0,11,11,15,-1.5,16
C=CCn1c(=O)/c(=C/c2ccc(C)o2)s/c1=C(/C#N)C(=O)c1ccccc1,15,17,0,1,16,-6,9,1.1,-4
Cc1cc(C)n(-c2ccc(C(=O)NCc3ccc4c(c3)OCO4)cc2)n1,9,29,-2,-1,6,-3,15,1.7,-7
COc1ccc(CNC(=O)c2cnc3n(c2=O)CCS3)cc1,2,2,-3,-2,6,10,-6,2.7,-36
O=C(O)c1ccc(N2CCCC2=O)cc1,2,8,0,-2,4,9,6,0.3,23
O=S(=O)(Nc1cccc(-c2cn3c(n2)SCC3)c1)c1cccs1,-2,12,-4,-1,0,-12,9,-2.2,7
CCN(Cc1ccncc1)C(=O)C(CO)c1ccccc1 (stereo not drawn),-2,-37,-1,-8,5,4,-9,-1.4,8
CN1CCN(C(=O)C2(NC(=O)Nc3cccc(F)c3)CCCCC2)CC1,4,8,4,1,-5,-8,5,-1.4,0
O=C(CSCc1ccc(Cl)cc1)NCc1ccc2c(c1)OCO2,4,22,-1,-1,6,-10,3,-2.1,-12
O=C(CCCN1CCN(c2ccccn2)CC1)c1ccc(F)cc1,-1,-14,-2,-8,-30,-7,10,1.5,2
CC(=O)NCCn1c(SCC(=O)c2ccccc2)nc2ccccc2c1=O,6,4,0,2,-3,-10,9,-1.0,6
CCOC(=O)c1c(-c2ccccc2)csc1NC(=O)CSc1nnnn1C,3,24,-1,4,22,-6,35,-0.1,1
Clc1ccc(-n2nnnc2SCc2c(-c3ccccc3)nc3sccn23)cc1,6,22,4,1,21,0,4,-0.7,-2
COc1cc(CC(=O)OC2CCOC2=O)cc(OC)c1OC (stereo not drawn),2,17,-3,0,-10,30,17,-0.3,2
COc1ccc(CN(C)C(=O)c2cc(-c3ccc(C)cc3C)nc3ccccc23)c(OC)c1OC,10,1,4,0,7,69*,10,4.2,7
COc1cccc(C(=O)N2CCN(Cc3nc(CC4CC4)no3)CC2)c1,-6,13,1,0,-7,25,-6,-0.4,11

# Further compounds
SMILES,CXCR6 block,tim10-1 inh,APJ agonist,UPR XBP1 act,TIM10 inh,Mdm2-MdmX inh,tim23-1 inh,UPR CHOP act,APJ antagonist
CC(OC(=O)c1cc(-c2cccnc2)nc2ccccc12)C(=O)Nc1ccc2ccccc2c1 (stereo not drawn),5,36,3,-1,14,25,14,-0.8,-3
CN1CCN(NC(=O)c2ccc(COc3ccccc3Br)o2)CC1,-5,1,-3,2,1,6,7,1.6,9
O=C(O)CCCn1nc(-c2ccccc2)c2ccccc21,1,-11,-4,-4,-3,4,2,0.8,3
CCn1c(=O)n(CC)c2cc(N3CCCC3)c(NC(=O)c3ccc(OC)c(Br)c3)cc21,-7,23,-3,3,21,27,24,-1.7,6
O=C(CSc1ccsc1[N+](=O)[O-])N1CCN(c2ccccn2)CC1,2,16,-3,-2,2,10,8,0.8,14
O=C(CCNC(=O)Cn1ccc2ccccc2c1=O)NCCN1CCN(c2ccccc2F)CC1,-12,9,0,-2,7,1,14,1.4,19
CC(C)c1nnc(SCC(=O)NC2CCCC2)n1C,2,-13,-5,-1,-10,11,12,0.4,3
Cc1ncn(C23CC4CC(CC(O)(C4)C2)C3)n1,7,9,-1,2,-16,-5,9,-0.6,6
c1ccc2c(c1)[nH]c1c(N3CCC4(CC3)OCCO4)ncnc12,-8,16,4,3,2,15,19,6.4,-6
COC(=O)[C@]1(C)N[C@H](CN(C)C(=O)c2ccccc2)[C@@H]2C(=O)N(C)C(=O)[C@@H]21,4,-13,-4,-3,7,4,-11,2.8,3
O=C(NC1CCCC1)c1ccc(CN2CCOCC2)cc1,-2,-24,-2,0,-8,25,-5,0.2,9
COc1ccc(C2C=C(c3ccc(Br)s3)Nc3ncnn32)cc1OC (stereo not drawn),x,25,-5,-4,9,14,25,-1.8,-14
COc1cc(Cl)ccc1OCc1cc(C(=O)N2CCCCC2c2cccnc2)no1 (stereo not drawn),-11,21,-4,-4,24,9,25,-2.0,3
COc1ccccc1CNC(=O)N1CCN(S(=O)(=O)c2ccc(C)cc2)CC1,16,7,-2,-3,-8,-3,11,-0.3,-2
CC(C)(C)NC(=O)COC(=O)c1ccccc1NC(=O)c1ccco1,0,7,-4,-4,2,26,11,1.2,15
O=C1c2cccc3cccc(c23)C(=O)N1c1cccc(O)c1,1,16,-4,-2,9,0,8,1.7,-14
CCN(CC)CCOc1ccccc1OC,1,-2,-4,-2,4,12,-2,-0.8,10

# Grouped by structure, the compounds so far containing a COOH group
SMILES,CXCR6 block,tim10-1 inh,APJ agonist,UPR XBP1 act,TIM10 inh,Mdm2-MdmX inh,tim23-1 inh,UPR CHOP act,APJ antagonist
O=C(O)c1ccc(N2CCCC2=O)cc1,2,8,0,-2,4,9,6,0.3,23
O=C(O)CCCn1nc(-c2ccccc2)c2ccccc21,1,-11,-4,-4,-3,4,2,0.8,3
